HT1080 IDH1KD tx: kills HT-1080 cells with IDH1 knockdown; hit rate 2% among 360,000; HT-1080 IDH1 knockdown viability, ATP luminescence, 48 h; Potency, µM (doses to about 46.1 µM), inactives show top-dose activity, negative = toxicity, most hits filed as cytotoxic;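 note: potency is the fitted concentration of half-maximal effect; 0% = DMSO wells and -100% = cell-free medium wells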
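IDH1KD HT-1080 cells, 750/well, RPMI + 5% FBS; compound pinned after 2 h settling; 48 h, 37 °C; CellTiter-Glo luminescence; % activity normalised to DMSO and no-cell wells; curves fitted, classed by r2 and efficacy.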
SW480 rerep: inducers of DNA re-replication in SW480 colon cancer cells | hit rate 1.8% among 340,000 | AID 624297 | Potency, µM (doses to about 46.1 µM), for the others: top-dose re-replication activation, actives largely listed as activators | SW480 DNA re-replication, Hoechst DNA content imaging, 48 h; note: potency is the fitted concentration of half-maximal effect; % of control where 0% means no effect; nearly all actives have a fitted effect of over 55% in size
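SW480 cells exposed to compounds for 48 hr at 37 C, 5% CO2, then Hoechst-stained 40 min. Nuclear DNA content imaged by fluorescence scanning (405 nm excitation, 500-530 nm emission); re-replication scored as increased high-intensity nuclei.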
IL-1B inflam inh: inhibitors of inflammasome signaling (IL-1 beta secretion) | hit rate 4.7% among 360,000 | activity change, % at 57.5 µM | THP-1 LPS/ATP IL-1B secretion, AlphaLISA, 16 h; active compounds read low; in the data active = activity change below about -50%; inconclusive = mostly about -30% to -49%; note: % is set by controls: 0 for no effect and ±100 for the full control effect
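Secreted IL-1B measured by AlphaLISA bead assay after 16 h compound exposure of THP-1 cells; compounds (final up to 57.5 uM) added 1 h before LPS (250 ng/mL) and ATP (1.25 mM) stimulation; lower signal means less secretion.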
MCF10A rereplic: inducers of DNA re-replication in MCF 10A breast cells; MCF 10A DNA re-replication, Hoechst nuclear intensity, 48 h; Potency, µM (top dose mostly 46.1 µM), without a hit: at the highest dose activity, positive = re-replication, hits mostly activators; hit rate 2.9% among 350,000; note: potency is the fitted concentration of half-maximal effect; % of control where 0% means no effect; nearly all actives have a fitted effect of over 50% in size
D3 ag: activates the human D3 dopamine receptor. P35462. D3R DiscoveRx beta-arrestin cells, luminescence, 90 min. max activation, %. hit rate 0.58% among 410,000; in the data active = max activation above about 30%; note: 0% is about no effect; mostly tested at two doses, the higher about 12 µM
Target sequence (P35462 whole entry, looked up): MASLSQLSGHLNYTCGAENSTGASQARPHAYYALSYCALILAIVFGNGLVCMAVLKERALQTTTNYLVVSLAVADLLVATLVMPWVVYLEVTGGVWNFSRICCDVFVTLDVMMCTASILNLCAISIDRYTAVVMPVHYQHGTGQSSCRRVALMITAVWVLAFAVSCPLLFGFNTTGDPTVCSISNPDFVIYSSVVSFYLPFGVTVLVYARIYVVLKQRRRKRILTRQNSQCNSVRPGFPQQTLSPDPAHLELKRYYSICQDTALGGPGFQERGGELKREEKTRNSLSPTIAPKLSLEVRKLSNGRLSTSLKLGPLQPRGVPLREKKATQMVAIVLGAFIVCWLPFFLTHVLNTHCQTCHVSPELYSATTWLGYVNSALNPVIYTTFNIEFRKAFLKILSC
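Agonist mode: compounds and dopamine controls were applied to plated cells for 90 min at 37 degrees C after an overnight attachment at 1500 cells/well. Luminescent read-out followed 30 - 60 minutes at room temperature with DiscoveRx detection reagent.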
KB-3-1 tox: KB-3-1 parental cell cytotoxicity. KB-3-1 viability, CellTiter-Glo ATP luminescence, 72 h. Potency, µM (doses to about 46.1 µM), for the others: at the highest dose activity change, negative = cytotoxic, usual class: cytotoxic. hit rate 1.4% among 400,000. AID 1347075; note: potency is the fitted concentration of half-maximal effect; % is set by controls: 0 for no effect and ±100 for the full control effect; nearly all actives have a fitted effect of over 60% in size
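Screening of KB-3-1 cells (DMEM, 10% FBS, phenol-red free) ran from lowest to highest compound concentration; after 72 h at 37 °C viability was read luminescently and curves fitted.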
KB-V1 cytotox: KB-V1 MDR subline cytotoxicity; AID 1347076; KB-V1 MDR cells viability, CellTiter-Glo, 72 h; hit rate 3.4% among 400,000; Potency, µM (highest dose often 46.1 µM), for the others: top-dose activity change, negative = cytotoxicity, usual class: cytotoxic; note: potency is the fitted concentration of half-maximal effect; % is set by controls: 0 for no effect and ±100 for the full control effect; nearly all actives have a fitted effect of over 60% in size
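Cytotoxicity toward P-gp-expressing KB-V1 cells was determined as loss of CellTiter-Glo luminescence after 72 h at 37 degrees C. Compounds were tested in quantitative HTS format across a concentration range, with curves fitted to normalized data.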
GLP1R cytotox: cytotoxic in the GLP-1 receptor inverse agonist counter-screen; HEK293 cAMP-luciferase reporter cells, luminescence, 24 h; Potency, µM (titrated, usually from 38.3 µM), without a hit: at the top dose activity change, negative = inhibition, hits mostly inhibitors; hit rate 0.13% among 410,000;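 note: loss of luciferase light is scored as toxicity; potency is the fitted concentration of half-maximal effect; % is set by controls: 0 for no effect and ±100 for the full control effect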
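Seeding density was 200 cells/uL; after overnight-length (12 h) culture, 23 nL compounds went on for 24 h at 37 °C. Readout used a luciferase detection reagent, luminescence taken after 12 min at room temperature.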
HT1080-NT tox: kills 2HG-producing HT-1080-NT fibrosarcoma cells. HT-1080-NT fibrosarcoma viability, CellTiter-Glo ATP luminescence, 48 h. hit rate 1.6% among 360,000. Potency, µM (highest dose often 46.1 µM), for the others: at the top dose activity, negative = less viability, most hits filed as cytotoxic. AID 686970;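 note: NT is the 2HG producing partner of a matched IDH1 knockdown line; potency is the fitted concentration of half-maximal effect; 0% = DMSO-treated cells and -100% = media-only wells without cells; nearly all actives have a fitted effect of over 55% in size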
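Read-out is CellTiter-Glo luminescence after 10 minutes at room temperature, following 48 hours' compound treatment of HT-1080-NT cells (750 cells/well, RPMI, 5% FBS, 37 degrees C).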
Active calls of the source: *; i = inactive; u = inconclusive; x = no result given; & = joins results of further samples; [ ] = remark or other dose. Unless noted, calls come from the whole dose curve; as a rule, active = well fitted curve in the direction sought with a large enough effect; inconclusive = small, poorly fitted or top-dose-only effect, or another doubt; inactive = no such curve, though single readings can be large; an effect the other way counts as inactive or inconclusive.

SMILES	HT1080 IDH1KD tx	SW480 rerep	IL-1B inflam inh	MCF10A rereplic	D3 ag	KB-3-1 tox	KB-V1 cytotox	GLP1R cytotox	HT1080-NT tox
Cc1ccc(Cl)cc1N1CCN(C(=O)Cc2ccc(-n3c(=O)[nH]c4ccsc4c3=O)cc2)CC1	16%	0%	0	u	-9	15%	0%	-23%	18%
COc1ccc(Cc2nc3ccc(C(=O)NCCCSC)cc3o2)cc1OC	0%	-3%	0	-5%	3	-1%	u	-1%	-5%
COC(=O)C1=C(C)NC(=S)NC1c1sccc1C (configuration not stated)	0%	7%	-27	-7%	-10	-7%	-13%	-5%	-2%
Cc1cc(C(=O)N2CCC2(C)C(=O)NCC(C)(C)C)nn1C (configuration not stated)	28%	x	17	x	5	0%	5%	-2%	6%
CN(CC(=O)NCc1ccccc1Cl)CC(=O)Nc1cccc(F)c1	1%	2%[1.84 µM]	10	-3%	-8	-2%	4%	0%	-3%
N#CCCN(Cc1ccccc1)C(C(=O)NC1CCCCC1)C1CC1 (configuration not stated)	0%	x	8	x	-5	0%	-22%	2%	13%
COc1ccccc1-c1csc(C(O)c2ccc(F)cc2)n1 (configuration not stated)	1%	x	-15	x	-5	0%	-12%	4%	19%
Cc1ccc(-c2csc3ncnc(SCC(=O)NCC4CCCO4)c23)cc1 (configuration not stated)	-8%	-27%	-15	5%	-7	-13%	-7%	6%	-1%[9.24 µM]
C#CCOc1ccc(-c2nnc(Nc3ccc(NC(C)=O)cc3)c3ccccc23)cc1	x	x	x	x	9	-5%	u	-16%	x
Cc1cccc(NC(=O)c2oc3ccc(S(=O)(=O)N4CCOCC4)cc3c2C)c1C	u	-3%	-6	17%	41*	0%	u	u	-2%[9.24 µM]
Cc1ccc(C(=O)N(CC(=O)Nc2sc(C)c(C)c2C(N)=O)C2CCCC2)cc1	0%	13%	-15	u	-6	0%	u	u	-1%
O=C1C=C(c2cc3ccccc3s2)C[C@@H](c2ccc3c(c2)OCO3)C1	0%	-7%	-19	u	-14	u	-22%	1%	0%
CCn1nc(C(=O)OCC(=O)N2CC(=O)Nc3ccccc32)c2ccccc2c1=O	4%	2%	11	22%	2	1%	4%	4%[7.66 µM]	2%
COc1ccc2sc(N3C(=O)C4CC=C(C)CC4C3=O)nc2c1 (configuration not stated)	1%	-1%	-5	u	5	-1%	-16%	10%	-1%
Cc1nn2c(-c3ccccn3)ccnc2c1Br	2%	u	-4	-2%	-2	7%	0%	-6%	1%
COc1ccc(C2C(C(=O)NCC3CCCO3)CCC(=O)N2c2ccc3c(c2)OCO3)cc1 (configuration not stated)	2%	-4%	22	4%	1	8%	9%	-9%	3%
CCOC(=O)C(NC(C)=O)C(OC(C)=O)c1cccc([N+](=O)[O-])c1 (configuration not stated)	0%	-1%	-3	-4%	0	-3%	-5%	-20%	-6%
O=C(Nc1nccs1)c1ccc(Br)c(S(=O)(=O)N2CCOCC2)c1	-4%	-22%	9	-37%[inhibitor]	-6	-16%	-1%	4%	5%
COc1cc(/C=C2\SC(=S)N(NC(=O)c3ccccc3OC)C2=O)ccc1O	2%	-17%	u	-32%[inhibitor]	-13	5%	-2%	-21%	3%
CCCCCCCSc1nsc(N)n1	-1%	0%	0	u	1	u	3%	-17%	-16%
CCN1CCN(CC(=O)N2N=C(c3cccs3)CC2c2ccc(F)cc2)C(=O)C1=O (configuration not stated)	2%	-8%	9	2%	-3	-2%	-18%	0%[7.66 µM]	0%
COc1ccc(C(=O)N2CCC(n3nnc4cc(F)ccc43)CC2)cc1OC	1%	-3%	37	-4%	1	0%	u	0%	-1%
O=C1C=C(NC2=CC3OC(c4ccccc4)OCC3OC2=O)CCC1 (configuration not stated)	21µM*	u	-117*	u	-7	u	u	-25%	-26%
OC(c1ccc2c(c1)OCO2)c1nccc2ccccc12 (configuration not stated)	1%	-3%	u	-17%	-5	-1%	-5%	-12%	-1%
CC(OC(=O)c1ccc([N+](=O)[O-])s1)C(=O)Nc1ncc(Cl)cc1Cl (configuration not stated)	-1%	x	0	-2%	-5	0%	4%	-2%	10%
CCOC(=O)c1ccc(NC(=O)CC2SC(=NC)N(C)C2=O)cc1 (configuration not stated)	1%	-3%	-8	-5%	0	3%	5%	4%	3%
O=C(c1ccc2c(c1)N(Cc1ccc(F)cc1)C(=O)c1ccccc1S2(=O)=O)N1CCCC1	x	x	x	x	-15	15%	14%	-10%	x
Cc1ccccc1C(=O)Nc1ccccc1C(=O)OCc1cc(=O)n2nc(C3CC3)sc2n1	x	x	x	x	1	3%	0%	16%	x
O=C(O)CSc1nc2ccccc2o1	3%	-7%	0	10%	1	-1%	u	0%	8%
COc1ccc(OC)c(NC(=O)CC2C(=O)NCCN2C(=O)C(F)(F)F)c1 (configuration not stated)	x	x	x	x	-1	-6%	-5%	26%	x
O=C(NCc1ccco1)C1CC(c2ccc(C(F)(F)F)cc2)=NO1 (configuration not stated)	u	u	10	u	5	u	u	-20%	u
Cc1ccc(NC(=S)NCCC(c2ccccc2)c2ccccc2)c(C)c1	-22%	3%	-4	u	-2	u	-27%	-29%	-17%
COc1ccc(C(=O)CCNc2ccc3c(c2)OCCO3)cc1	-7%	u	-53*	23µM*	1	-15%	1%	-1%	4%
COc1ccc(N(C(=O)CNC(=O)c2cccs2)C(C(=O)NC2CCCC2)c2ccncc2)cc1 (configuration not stated)	4%	3%	13	1%	5	-4%	u	-5%	2%
COc1ccc(OCC(=O)NC2CCCN(Cc3ccc(Cl)cc3)C2)cc1 (configuration not stated)	-16%	103%	u	7%	-12	-1%	5%	-4%	-25%
COc1cccc(NC(=O)CN(C)S(=O)(=O)c2ccc3c(c2)CCC(=O)N3)c1	5%	-11%	7	10%	-1	1%	3%	-2%	-3%
Cc1cc(Cl)c2ccc3ccccc3c2n1	15%	-13%	0	0%	-3	-12%	3%	-4%	10%
O=C(NCc1ccc(Cl)cc1)C1CCN(S(=O)(=O)c2ccc(N3CCCC3=O)cc2)CC1	-4%	14%	-9	2%	2	-12%	1%	-14%	4%
CCCOc1cccc(-c2cc(C(=O)N/N=C/c3cccnc3)c3ccccc3n2)c1	u	u	i	u	-5	-12%	u	15%	-16%
Cc1cc(/C=C(/C#N)c2cccc(Cl)c2)c(C)n1C	9%	-6%	1	0%	3	17%	-1%	-2%[1.53 µM]	10%
Cc1cc(C)n(CCN(C)c2nc3nonc3nc2NC2CC2)n1	5%	2%	21	6%	0	8%	0%	5%	10%
O=c1c2ccccc2nc(-c2ccccc2)n1Cc1ccccc1	-3%	-3%	-15	u	-19	-2%	1%	21%	-1%
COc1ccc(NC(=O)CN2CCN(S(=O)(=O)c3ccc(Cl)cc3)CC2)cc1	-10%	9%	0	8%	-4	-4%	16µM*	4%	7%
Cc1ccc2c(CC(=O)Nc3cccc(C(F)(F)F)c3)coc2c1	x	x	x	x	-7	0%	-7%	u	x
Cc1cc(=O)oc(C)c1C(=O)NCCCN1CCN(c2ccc(F)cc2)CC1	-7%	-19%	26	-3%	-11	0%	-5%	4%	u
Cc1nn(-c2ccccc2)c2sc(C(=O)NCCN3CCOCC3)cc12	u	0%	-25	u	3	-3%	1%	71%[activator]	u
COCCn1c(=O)[nH]c2cc(C(=O)N3CCN(c4ccccc4)CC3)ccc2c1=O	1%	-13%	4	10%	4&3	1%&5%	-20%&0%	17%&3%	1%
CCCc1ccc(OCC(=O)NNC(=S)NC(=O)c2ccco2)cc1	u	14%	68	27%	5	u	-8%	-25%	u
C=CCN1C(=O)[C@H]2CCC=C[C@H]2[C@@H]1c1cccc(C)c1	3%	2%	-10	-8%	3	0%	0%	-3%	7%
CCOC(=O)CCCCC(=O)c1[nH]c(=O)[nH]c1CSc1nc(C)cc(C)n1	12%	-6%	0	3%	-5	8%	0%	-21%	0%

Of the compounds above, these contain a furan ring, fused or not.
SMILES	HT1080 IDH1KD tx	SW480 rerep	IL-1B inflam inh	MCF10A rereplic	D3 ag	KB-3-1 tox	KB-V1 cytotox	GLP1R cytotox	HT1080-NT tox
Cc1cccc(NC(=O)c2oc3ccc(S(=O)(=O)N4CCOCC4)cc3c2C)c1C	u	-3%	-6	17%	41*	0%	u	u	-2%[9.24 µM]
O=C(NCc1ccco1)C1CC(c2ccc(C(F)(F)F)cc2)=NO1 (configuration not stated)	u	u	10	u	5	u	u	-20%	u
Cc1ccc2c(CC(=O)Nc3cccc(C(F)(F)F)c3)coc2c1	x	x	x	x	-7	0%	-7%	u	x
CCCc1ccc(OCC(=O)NNC(=S)NC(=O)c2ccco2)cc1	u	14%	68	27%	5	u	-8%	-25%	u

Following part
SMILES	HT1080 IDH1KD tx	SW480 rerep	IL-1B inflam inh	MCF10A rereplic	D3 ag	KB-3-1 tox	KB-V1 cytotox	GLP1R cytotox	HT1080-NT tox
CC(=O)Nc1ccc(/C(C)=N/NS(=O)(=O)c2ccc(C)cc2)cc1	10%	-1%	8	0%	0	2%	1%	11%	17%
CCCCCCCn1c(=N)n(CC(O)c2ccco2)c2ccccc21 (configuration not stated)	23µM*	-38%[inhibitor]	0	u	-1	-28%	u	u	16µM*
COc1ccccc1-n1c(-c2cc(-c3ccco3)[nH]n2)n[nH]c1=S	18%	4%	5	-1%	-16	-1%	3%	8%	1%
COC(=O)c1c(NC(=O)CC2Sc3ccc(C(F)(F)F)cc3NC2=O)sc(C)c1C (configuration not stated)	-4%	u	5	u	0	29%	-15%	-3%[1.53 µM]	0%
CC1(C)C2CC=C(/C=N/NC(=O)c3ccc(O)cc3)C1C2 (configuration not stated)	15%	5%	-54*	-32%[inhibitor]	-12	13%	5%	-4%	8%
OCc1cccc(-c2csc(C(O)c3ccccc3)n2)c1 (configuration not stated)	0%	x	40	x	6	0%	5%	1%	2%

Compounds as they come; 11% or so of the library scored in one or more.
